APJ agonist – APJ receptor agonism | activation, % at 20 µM | 0.11% of 330,000 active | AID 2520 | CHO-K1 APJ PathHunter beta-arrestin, luminescence; 0% DMSO wells, 100% apelin;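 active = activation more than six SD over the plate average, tested at 20 µM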;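 note: 0% = DMSO alone and 100% = apelin-13 at 10 nM; some results filed as inactive read as strong as hits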
Target sequence (P35414 whole entry, looked up): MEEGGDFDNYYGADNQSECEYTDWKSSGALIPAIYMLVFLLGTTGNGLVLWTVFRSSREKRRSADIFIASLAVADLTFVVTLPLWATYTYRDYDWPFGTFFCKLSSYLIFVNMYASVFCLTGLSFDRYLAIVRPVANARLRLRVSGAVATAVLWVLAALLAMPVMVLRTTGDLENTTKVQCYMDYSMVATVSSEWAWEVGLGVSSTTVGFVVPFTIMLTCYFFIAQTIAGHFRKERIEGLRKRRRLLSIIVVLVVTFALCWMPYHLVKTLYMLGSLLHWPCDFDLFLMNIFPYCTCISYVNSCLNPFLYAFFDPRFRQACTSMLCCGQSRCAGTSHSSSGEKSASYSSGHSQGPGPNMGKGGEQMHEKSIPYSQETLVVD
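Test system – PathHunter CHO-K1 APJ (AGTRL-1) beta-arrestin reporter cells · Input – 1000 cells/well · Compound – single test compound dose, 20 µM final, 1% DMSO · Times – compound stimulation 90 min at 25 °C, detection 60 min · Technique – beta-gal luminescence · Read-out basis – APJ–arrestin association signal · Control set – negative DMSO alone, positive Apelin-13 at 10 nM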
UPR XBP1 act – activators of adaptive arm of unfolded protein response (XBP1); 0.33% of 330,000 active; activation, % at 20 µM; CHO-XBP1 luciferase reporter, IRE1-XBP1 UPR activation, luminescence; percent of tunicamycin response, DMSO as zero;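 active = versus positive control, 20 µM dose yields 30% or more activation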;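 note: 100% = tunicamycin at 10 µg/mL and 0% = DMSO only wells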
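Signal: luciferase luminescence; Assay system: CHO-XBP1 luciferase reporter cells; Amount: one thousand reporter cells per well; Dosing: 20 µM single concentration, DMSO 1%; Benchmarks: high control tunicamycin 10 µg/mL final, low control DMSO vehicle only; Schedule: 6 h compound exposure at 37 °C, 5% CO2; Evaluation: percent activation relative to tunicamycin reference.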
UPR CHOP act – apoptotic UPR (CHOP) activation. CHO-CHOP luciferase reporter, luminescence; percent of tunicamycin response over DMSO baseline. activation, % at 10 µM. 0.34% of 330,000 active;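 active = at 10 µM dose, activation of 40% or more, normalized to positive control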;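 note: 100% = tunicamycin at 10 µg/mL and 0% = DMSO alone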
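Assay system: CHO-CHOP cells, stable luciferase reporter of PERK-eIF2a-CHOP signalling / Buffer or medium: F12 plus 10% serum / Compound dosing: one dose, 10 µM in 0.5% DMSO / Times: 6 h compound treatment, 37 °C / Technique: luciferase luminescence / Read-out: % reporter activation, DMSO baseline versus tunicamycin full activation / Benchmarks: tunicamycin and DMSO controls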
CCR6 antag – blocks CCL20-driven beta-arrestin recruitment at human CCR6 | CHO-K1 CCR6 PathHunter beta-arrestin, luminescence, CCL20-stimulated | inhibition, % at 20 µM | 0.49% of 340,000 active | AID 493098;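 active = compounds whose inhibition of the agonist-driven luminescence signal at 20 µM reaches about 50%, limit read from the data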;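 note: cells stimulated with CCL20 at 14 nM final; plate controls were DMSO with CCL20 for no effect and DMSO without agonist for full effect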
Target sequence (P51684 whole entry, looked up): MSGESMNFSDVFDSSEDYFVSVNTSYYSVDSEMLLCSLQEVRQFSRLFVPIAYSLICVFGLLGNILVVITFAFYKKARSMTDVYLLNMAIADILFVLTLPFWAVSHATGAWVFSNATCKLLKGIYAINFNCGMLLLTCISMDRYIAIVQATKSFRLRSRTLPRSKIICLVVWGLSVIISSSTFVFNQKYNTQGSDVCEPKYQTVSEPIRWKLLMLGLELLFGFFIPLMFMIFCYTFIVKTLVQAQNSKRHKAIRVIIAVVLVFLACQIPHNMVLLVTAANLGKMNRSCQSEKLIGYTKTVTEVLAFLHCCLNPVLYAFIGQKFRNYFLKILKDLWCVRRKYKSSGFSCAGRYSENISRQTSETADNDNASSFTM
EBI2 block – blocks human EBI2 receptor beta-arrestin signaling; P32249; EBI2 beta-arrestin recruitment, luminescence, 7a,25-OHC stimulated; inhibition, % at 5 µM; 0.81% of 360,000 active; in the data active = inhibition above about 38%;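 note: enzyme fragment complementation signal reports receptor beta-arrestin coupling in cells; 0% = agonist plus DMSO wells and 100% = wells without agonist; some results beyond the cut were filed as inactive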
APJ antag – antagonists of human APJ apelin receptor. P35414. CHO-K1 APJ beta-arrestin complementation, luminescence. inhibition, % at 20 µM. 0.32% of 330,000 active. AID 2521;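 active = inhibition above about 40% at 20 µM, limit read from the data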;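 note: cells challenged with 10 nM apelin-13 agonist together with compound; plate controls were apelin-13 plus DMSO wells for no effect and DMSO wells lacking apelin-13 for full effect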
Mdm2-MdmX inh – inhibitors of human Mdm2/MdmX interaction; O15151+Q00987; SaOS-2 split-luciferase Mdm2/MdmX complementation, luminescence; inhibition, % at 8 µM; 3% of 330,000 active;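 active = inhibition of at least 50% at 8 µM in the primary screen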
tim23-1 inh – inhibits growth of tim23-1 mutant yeast. S. cerevisiae tim23-1 growth, BacTiter-Glo luminescence, 24 h. inhibition, % at 20 µM. 1.3% of 330,000 active;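 active = growth inhibition of the mutant yeast at or above 50%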;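 note: temperature-sensitive mutant grown at 25 °C; plate controls were DMSO-treated mutant yeast for no effect and medium wells lacking yeast for full effect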
CXCR6 block – blocks human CXCR6 beta-arrestin recruitment; 0.36% of 360,000 active; O00574; inhibition, % at 20 µM; CHO-K1 PathHunter CXCR6 beta-arrestin, luminescence; AID 602244; in the data active = inhibition above about 34%, passing the limit was not always enough;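 note: antagonist mode with CXCL16 agonist at 10 nM final; 0% = 10 nM CXCL16 with DMSO and 100% = unstimulated wells without agonist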
Target sequence (O00574 whole entry, looked up): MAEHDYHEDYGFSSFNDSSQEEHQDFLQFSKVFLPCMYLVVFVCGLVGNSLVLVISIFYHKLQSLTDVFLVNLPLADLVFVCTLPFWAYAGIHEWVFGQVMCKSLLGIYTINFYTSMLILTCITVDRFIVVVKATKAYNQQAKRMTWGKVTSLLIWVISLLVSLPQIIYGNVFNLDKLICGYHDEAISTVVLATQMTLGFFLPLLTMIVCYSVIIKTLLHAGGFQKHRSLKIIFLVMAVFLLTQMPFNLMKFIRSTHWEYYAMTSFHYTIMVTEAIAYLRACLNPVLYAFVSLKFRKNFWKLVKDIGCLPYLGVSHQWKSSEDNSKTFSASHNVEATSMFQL
* hit, by the source's call; . = no result given.

SMILES	APJ agonist	UPR XBP1 act	UPR CHOP act	CCR6 antag	EBI2 block	APJ antag	Mdm2-MdmX inh	tim23-1 inh	CXCR6 block
CCOC(=O)c1c(N2C(=O)CC(Sc3ccccc3C(=O)O)C2=O)sc(C)c1C (configuration not stated)	1.5	-1.5	1.3	0.6	5.4	-9.0	26.0	32.4	-0.4
Cn1c(=O)c2c(nc(NCCOc3ccc(F)cc3)n2C)n(C)c1=O	1.0	1.7	0.7	4.2	0.5	4.8	43.7	-9.5	-8.7
CS(=O)(=O)c1ccc(C(=O)CN2C(=O)NC3(CCCc4ccccc43)C2=O)cc1 (configuration not stated)	-2.0	1.6	-0.9	2.8	-0.3	-17.2	-8.1	8.1	-3.7
CC1CCCN(S(=O)(=O)c2ccc(NC(=O)C3CCN(C(=O)C(C)(C)C)CC3)cc2)C1 (configuration not stated)	-1.8	-4.8	0.6	2.2	-21.4	11.3	15.3	12.9	3.5
Cc1nc2ccccc2c(=O)n1/N=C/c1ccc(F)cc1	-5.3	-1.5	3.2	16.3	15.0	-18.4	3.1	22.6	-3.2
CCN1CCCC1Cn1cnc2c([nH]c3ccc(Cl)cc32)c1=O (configuration not stated)	-0.7	-1.7	-0.2	-20.8	-3.2	8.4	4.5	0.9	3.9
CCOc1cc(S(=O)(=O)N2CC=C(c3ccc(F)cc3)CC2)c(OCC)cc1-n1cnnn1	-8.0	-0.6	-0.7	8.3	5.8	5.2	53.0*	-7.4	9.8
COc1cccc(C(=O)CSc2nc3ccccc3n2CC(=O)N(C(C)C)C(C)C)c1	-4.7	2.2	-1.5	-3.4	8.2	4.9	5.2	-12.5	-5.6
Nc1nonc1-n1nnc(C(=O)N/N=C\c2cccc(Cl)c2)c1CN1CCOCC1	2.8	0.2	-2.0	15.0	-15.2	-14.8	-0.7	15.6	-10.6
Cc1ccc(CNC(=O)CSc2ncn[nH]2)cc1	1.3	2.7	2.0	-16.0	1.5	6.9	-35.2	19.2	5.7
CCOc1ccc(NC(=O)N(CC(C)C)CC(C)C)cc1	-3.8	0.9	-0.8	-5.0	-3.6	7.7	-16.3	22.4	-10.9
COc1ccc2c(c1OC)C(=O)N(c1cccc(C)c1)C2	-3.7	-2.0	3.3	0.8	5.1	10.7	-196.8	19.7	2.0
COc1cc(NC(=O)c2ccc3c(c2)OCO3)ccc1NC(=O)c1ccco1	3.8	-1.3	3.7	9.8	-2.1	10.7	-14.2	-0.4	-6.7
CCSc1nc(N)c(NC(=O)c2ccc(Br)o2)c(=O)[nH]1	1.5	1.1	0.3	-1.6	10.3	6.9	-13.8	11.9	11.3
CCNC(=O)NC1(C(=O)Nc2ccc3c(c2)OCCO3)CCCCC1	-3.1	-2.0	0.2	-12.9	1.7	16.0	9.4	9.4	-2.6

Part of the list above, reduced to UPR CHOP act.
| molecule | UPR CHOP act |
| --- | --- |
| Cc1nc2ccccc2c(=O)n1/N=C/c1ccc(F)cc1 | 3.2 |
| CS(=O)(=O)c1ccc(C(=O)CN2C(=O)NC3(CCCc4ccccc43)C2=O)cc1 (configuration not stated) | -0.9 |

Remaining list, next part
SMILES	APJ agonist	UPR XBP1 act	UPR CHOP act	CCR6 antag	EBI2 block	APJ antag	Mdm2-MdmX inh	tim23-1 inh	CXCR6 block
COC(=O)c1ccc(CSc2nc3c(cnn3-c3ccc(C)cc3)c(=O)[nH]2)o1	-5.4	5.1	-1.1	11.1	3.8	1.6	-13.7	13.0	-3.3
CCN(CC)S(=O)(=O)c1ccc(N2CCOCC2)c(NC(=O)c2ccccc2)c1	-0.4	-1.7	1.7	8.2	1.0	6.8	-25.1	22.3	-0.8
O=C(Nc1ccc2snnc2c1)N1CCCCC1	-3.3	0.8	4.8	4.7	-3.7	-11.0	-15.5	0.3	4.8
COc1cccc(NC(=O)C2CCN(S(=O)(=O)c3ccc4c(c3)C(C)(C)C(=O)N4C)CC2)c1	0.6	-0.9	-1.0	-5.9	12.6	-67.9	8.5	-8.4	5.8
Cc1ccc(S(=O)(=O)N2CCC(C(=O)OCC(=O)N3CCCC(C)C3)CC2)cc1C (configuration not stated)	2.2	0.7	0.2	-0.3	5.3	-23.6	-1.4	15.8	-3.0
CCCc1nc2oc3ccccc3c(=O)c2c(=O)n1CCCOC	-4.5	0.0	-0.5	6.5	0.3	-0.9	1.4	5.0	6.2
CCN(CC)CCCC(C)NC(=O)c1c(NC(=O)c2ccccc2)sc2c1CCCC2 (configuration not stated)	-3.3	-3.9	2.4	29.9	2.4	8.0	17.2	-6.5	-0.1
CNc1nc(CC(C)=O)ns1	-0.9	1.5	0.9	-9.9	-3.4	9.5	-1.6	-3.8	0.0
CCn1c(CC(=O)Nc2ccc(C)c(Cl)c2)nnc1SCC(=O)Nc1nc(C)cs1	19.6*	0.7	-1.2	3.3	-0.7	-13.9	62.8*	11.3	-8.3
Cc1onc(-c2ccccc2)c1C(=O)Nc1ccc(Br)cc1Cl	0.4	-1.8	0.0	11.8	11.6	-44.9	-12.4	7.4	-2.0
Cn1c(CNC(=O)C(C)(C)C)nc2ccccc21	4.5	-2.5	-1.4	10.1	-2.8	-8.5	-38.3	4.7	-14.2
COc1ccc(C(=O)C2CCCN(Cc3cccc4c3OCO4)C2)cc1OC (configuration not stated)	-1.6	-1.3	-2.0	9.2	16.7	11.7	11.6	7.6	14.6
CN(C)C(=O)CCc1ccc2c3c([nH]c2c1)[C@]1(CCC2CCCC2)[C@@H](C(=O)N2CCOCC2)C[C@H](CC(=O)NC(C)(C)C)C(=O)N1CC3	.	6.3	1.7	17.6	-2.7	.	19.6	26.6	11.9
C/C=C/c1ccc(OCC(=O)O)c(OC)c1	-5.0	-3.1	-0.1	4.8	-0.2	2.4	6.0	-1.9	0.0
Cc1ccccc1NC(=O)C(C#N)Cc1cccnc1 (configuration not stated)	-3.3	3.8	0.4	1.4	2.3	4.9	26.2	-10.8	-7.2
Cc1nc2scc(C)n2c(=O)c1S(=O)(=O)N1CCN(c2cccc(C(F)(F)F)c2)CC1	-2.8	-0.3	-0.8	-0.6	18.3	-1.8	20.3	46.6	-3.4
COc1ccc(Cc2nnc(CCc3ccccc3)s2)cc1	-4.0	-1.9	2.0	18.2	22.8	17.7	28.0	30.1	6.1
COC(=O)c1sccc1NC(=O)C1C2C=CC(C2)C1C(=O)O (configuration not stated)	-0.7	-2.5	-0.3	11.3	2.1	-4.2	7.4	-0.1	-4.1
CCn1cc(CN2CCN(CCC(C)C)C(CCO)C2)c2ccccc21 (configuration not stated)	-2.2	-2.4	0.7	-7.7	7.0	3.2	-13.5	-14.6	-1.3
O=C(CCc1ccc(S(=O)(=O)NC2CCCCC2)cc1)NCc1ccccc1	-2.2	-4.8	0.5	-9.7	10.0	4.1	13.9	2.3	-10.5
S=C(NCc1cccnc1)Nc1cccc(Cl)c1	2.8	4.1	-0.8	10.5	0.3	-8.3	0.1	19.6	-1.9
Cc1cccc(C)c1-n1c(C)cc(/C=C2\C(=O)NN(c3ccccc3)C2=O)c1C	-4.5	-0.8	-1.3	37.7	8.0	23.5	33.3	43.1	11.1
COc1ccccc1CNC(=O)CN1C(=O)NC(Cc2ccccc2)(c2ccccc2)C1=O (configuration not stated)	-7.0	-4.3	1.0	20.6	-4.2	-17.0	4.1	11.0	3.8
O=C(Cc1sc(Nc2ccccc2)nc1-c1ccccc1)NCc1ccccc1	3.7	2.4	2.8	9.9	23.4	-3.5	-68.3	21.6	3.0
CC1CCCCC1NC(=O)CN1C(=O)NC(C)(c2ccc(OC(F)F)cc2)C1=O (configuration not stated)	-1.7	-1.7	0.7	-4.9	-1.3	5.8	-14.5	-6.8	-0.6
O=C(CSc1nnc(-c2ccc(F)cc2)o1)NC1CCCC1	-0.5	-0.4	1.4	4.2	-4.0	-16.8	15.6	-4.3	3.7
O=S(=O)(NN1CCOCC1)c1cc(Cl)cc(Cl)c1O	-0.2	-1.2	0.8	-1.7	2.3	1.6	28.6	9.8	-4.5
CCOC(=O)N1CCN(C(=O)CSc2nc3c([nH]c4ccccc43)c(=O)n2C)CC1	4.5	-2.2	0.2	0.7	-1.2	1.7	19.5	11.1	-0.7
O=C(NC(=S)N1CCN(c2ccc(F)cc2)CC1)C12CC3CC(CC(C3)C1)C2	-2.0	-2.0	-0.9	2.9	10.1	13.3	4.2	-5.2	-0.4
COc1cccc(OC)c1OCCCN1CCC(Cc2ccccc2)CC1	-2.6	-2.6	-1.0	21.2	3.0	10.8	16.4	-11.1	-1.4

APJ agonist: what is marked active above
SMILES	APJ agonist	UPR XBP1 act	CCR6 antag	EBI2 block	APJ antag	Mdm2-MdmX inh	CXCR6 block
CCn1c(CC(=O)Nc2ccc(C)c(Cl)c2)nnc1SCC(=O)Nc1nc(C)cs1	19.6*	0.7	3.3	-0.7	-13.9	62.8*	-8.3

(further entries)
SMILES	APJ agonist	UPR XBP1 act	UPR CHOP act	CCR6 antag	EBI2 block	APJ antag	Mdm2-MdmX inh	tim23-1 inh	CXCR6 block
CCc1nc(CN2CCN(c3cc(C(F)(F)F)ccn3)CC2)c(C)[nH]1	-0.1	1.3	0.2	6.1	8.1	6.0	33.2	0.0	1.8
CN(Cc1cc2ccccc2[nH]c1=O)C(=O)C1CCCCC1	-2.4	-5.0	-1.7	1.7	-2.5	4.3	12.3	12.2	1.9
O=C(CN1C(=O)NC(Cc2c[nH]c3ccccc23)C1=O)Nc1ccc(F)c(F)c1F (configuration not stated)	0.9	-3.4	-2.0	-0.5	-4.6	-5.7	-3.9	-8.7	7.3
O=S1(=O)CCN(Cc2ccc(Cl)c(Cl)c2)CC1	-3.5	-2.1	-0.9	8.8	-4.3	-9.1	23.8	10.8	-10.2
Cc1sc2ncnc(N3CCC(C(=O)Nc4nc(-c5ccc(F)cc5)cs4)CC3)c2c1C	4.9	-0.1	5.6	6.4	-1.1	2.4	94.2*	6.4	-18.9
Cc1nn2c3ccccc3n(Cc3ccccc3)c2nc1=O	-15.1	2.8	1.8	-3.0	-4.8	-0.2	12.6	22.0	3.9
Cc1[nH]n(-c2ccccc2)c(=O)c1N=Nc1ccccc1C(=O)O	-0.2	-2.3	7.1	16.1	-15.9	19.6	-27.2	9.8	9.1
CCOc1ccc(C(C)NC(=S)NC2CCCCC2)cc1OCC (configuration not stated)	0.8	-4.4	-0.3	-0.9	-6.7	10.2	-11.8	26.9	3.0
CN1CCN(CCCCOc2cccc3ccccc23)CC1	-1.4	5.2	2.5	3.0	-5.7	2.5	-7.4	11.6	0.2

Individual results from the results shown.
CCR6 antag result of Cc1sc2ncnc(N3CCC(C(=O)Nc4nc(-c5ccc(F)cc5)cs4)CC3)c2c1C → 6.4
APJ agonist result of O=S1(=O)CCN(Cc2ccc(Cl)c(Cl)c2)CC1 → -3.5

An excerpt. The share of hits here may be higher or lower than overall.
